Apaf-1 inh = human Apaf-1 inhibition. reconstituted apoptosome caspase-3 activity, DEVD-Rh110 fluorescence. 330,000 tested, 0.71% active. O14727. inhibition, % at 20 µM; active = inhibition of at least 40% at 20 µM;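 also: plate controls were DMSO wells for no effect and DEVD-CHO caspase inhibitor wells for full effect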
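detection = Rh110 fluorescence intensity | test system = biochemical Apaf-1 apoptosome reconstitution | also added = cytochrome c and DEVD-Rh110 substrate | schedule = 30 min plus 50 min, RT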
tim10-1 inh = inhibits growth of tim10-1 mutant yeast. 330,000 tested, 2.2% active. inhibition, % at 20 µM. S. cerevisiae tim10-1 ts strain growth, BacTiter-Glo, 24 h;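 active = inhibition of at least 40%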;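 also: mutant grown at 25 °C; 0% = DMSO wells with yeast and 100% = wells holding no yeast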
TIM10 inh = inhibits growth of TIM10 yeast strain. inhibition, % at 10 µM. 330,000 tested, 1.4% active. S. cerevisiae TIM10 strain growth, BacTiter-Glo luminescence, 24 h;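 active = inhibition of 40% or more at the single tested concentration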;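 also: wild-type TIM10 isogenic control strain grown at permissive 25 °C; 0% = DMSO yeast wells and 100% = minimal medium wells without yeast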
ATG4B inh = blocks human ATG4B protease cleavage of LC3 substrate; 340,000 tested, 0.51% active; inhibition, % at 8.33 µM; ATG4B cleavage of LC3-PLA2, NBD-HPC fluorescence, 1 h; Q9Y4P1; AID 504462; in the data active = inhibition above about 40%
NLRP3 yeast inh = NALP3 inhibition in yeast. 330,000 tested, 0.39% active. AID 2825. Yeast reconstituted NLRP3/ASC/caspase-1, beta-gal luminescence, 24 h. inhibition, % at 10 µM;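 active = inhibition of 50% or more; inactive = inhibition below 50%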;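 also: plate controls were induced DMSO wells for no effect and uninduced yeast grown without galactose for full effect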
mIAP inh = blocks mouse intestinal alkaline phosphatase; purified mouse IAP, CDP-Star luminescence, 30 min; inhibition, % at 10 µM; 330,000 tested, 0.2% active; AID 2806;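 active = inhibition of at least 40% at 10 µM in the primary screen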;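 also: plate controls were DMSO with enzyme for no effect and no enzyme wells for full effect; values of inactives mirror those of a sister screen read the other way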
hIAP activ = human IAP activation | P09923 | purified human IAP, CDP-Star luminescence, 30 min; stronger effect = higher value; 1 = vehicle-only enzyme, 0 = enzyme-free background | activation factor at 10 µM | 330,000 tested, 0.16% active | AID 2524;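 active = activation factor of the enzyme at least 2-fold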; also: the source names both 10 and 20 µM as test concentration; values of inactives mirror those of a sister screen read the other way
Target sequence (P09923 whole entry, looked up): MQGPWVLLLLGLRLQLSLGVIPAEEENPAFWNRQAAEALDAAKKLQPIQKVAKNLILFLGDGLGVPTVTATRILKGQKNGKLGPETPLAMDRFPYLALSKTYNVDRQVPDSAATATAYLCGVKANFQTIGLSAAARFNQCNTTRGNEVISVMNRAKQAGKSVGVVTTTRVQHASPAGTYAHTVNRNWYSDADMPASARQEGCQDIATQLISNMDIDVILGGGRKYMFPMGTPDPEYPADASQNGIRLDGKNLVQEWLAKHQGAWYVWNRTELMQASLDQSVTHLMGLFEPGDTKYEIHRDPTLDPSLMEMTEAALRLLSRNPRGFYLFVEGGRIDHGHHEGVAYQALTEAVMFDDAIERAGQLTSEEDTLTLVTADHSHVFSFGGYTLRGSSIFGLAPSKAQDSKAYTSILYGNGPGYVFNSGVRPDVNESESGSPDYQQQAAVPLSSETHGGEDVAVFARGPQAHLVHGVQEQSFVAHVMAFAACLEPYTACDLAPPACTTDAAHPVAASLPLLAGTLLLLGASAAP
hIAP inh = blocks human intestinal alkaline phosphatase | P09923 | purified IAP, CDP-Star luminescence, 30 min | inhibition, % at 10 µM | 330,000 tested, 0.12% active | AID 2544;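 active = inhibition reaching a set limit with compound at 10 µM in the primary screen, cut at about 35% in these data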;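 also: plate controls were DMSO wells with enzyme for no effect and no-enzyme buffer wells for full effect; values of inactives mirror those of a sister screen read the other way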
mIAP act = increases mouse intestinal alkaline phosphatase activity. muIAP, CDP-Star luminescence, 30 min; stronger effect = higher value; 1 = vehicle-only enzyme signal, 0 = enzyme-free wells. activation factor at 10 µM. 330,000 tested, 0.24% active. AID 2805;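 active = activation factor of at least 2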; also: the source names both 10 and 20 µM as test concentration; values of inactives mirror those of a sister screen read the other way
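also added = chemiluminescent substrate CDP-Star | test system = mouse IAP enzyme | signal = chemiluminescence readout | compound = DMSO-dissolved test compounds | incubation = 30 min at room temperature | benchmarks = DMSO wells, no-enzyme wells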
Starred values were filed as active, the others as inactive.

| SMILES | Apaf-1 inh | tim10-1 inh | TIM10 inh | ATG4B inh | NLRP3 yeast inh | mIAP inh | hIAP activ | hIAP inh | mIAP act |
| --- | --- | --- | --- | --- | --- | --- | --- | --- | --- |
| Cn1c(=O)cc(SCC(=O)Nc2cccnc2)c2ccccc21 | -2.9 | 2.0 | 7.2 | -0.7 | 9.4 | 0.1 | 0.976 | 2.4 | 0.999 |
| O=C(CCN1C(=O)C2C3CCC(C3)C2C1=O)Nc1ccc(F)cc1 (centres undefined) | -0.2 | -20.4 | -43.8 | -2.3 | 25.1 | -0.2 | 0.899 | 10.1 | 1 |
| C#CC[N+](CC)(CC)CC#Cc1cccc(Cl)c1 | 10.6 | 14.7 | -4.2 | -6.3 | -1.5 | -9.5 | 1.12 | -12.4 | 1.09 |
| CCN(CC)CCCNc1nc(N)c([N+](=O)[O-])c(NCCO)n1 | -8.3 | -6.4 | -0.2 | -12.8 | 5.4 | 4.2 | 0.896 | 10.4 | 0.958 |
| Cc1cc(Cl)c(S(=O)(=O)Nc2ccc3c(c2)OCO3)cc1OCC(=O)NC1CCCCC1 | 11.0 | 20.0 | -4.5 | -5.6 | 10.0 | 3.3 | 1.12 | -11.8 | 0.967 |
| Cc1ccc(-c2nc(CS(=O)CC(=O)N3CCN(c4ccc(F)cc4)CC3)c(C)o2)cc1 (centres undefined) | 6.3 | 38.8 | -0.1 | -7.9 | -2.0 | 2.8 | 0.972 | 2.8 | 0.972 |
| CSc1nc(N)c(C(=O)NC2CCCCC2)s1 | 4.9 | 21.4 | 4.9 | 2.3 | 14.1 | 2.3 | 0.96 | 4.0 | 0.977 |
| CCc1nnc(N/N=C/c2ccccc2F)n1N | -3.2 | 17.5 | 11.2 | 17.9 | 1.5 | -2.3 | 1 | -0.1 | 1.02 |
| CC(C)c1ccc(NC2=NCC(=O)N2Cc2cccs2)cc1 | 4.8 | 24.1 | 20.8 | -11.1 | 25.1 | -2.1 | 1.02 | -1.6 | 1.02 |
| O=C(NCC(c1ccco1)N1CCOCC1)c1ccccc1 (centres undefined) | -7.7 | 4.3 | -2.0 | -2.5 | 22.3 | 5.4 | 1.02 | -1.9 | 0.946 |
| Clc1cccc(Oc2cnc3ccccc3n2)c1 | -4.9 | 11.8 | 6.4 | 0.0 | -11.5 | 7.7 | 0.898 | 10.2 | 0.923 |
| CC1CN(C(=O)c2ccc(Cl)c(S(=O)(=O)NCc3ccco3)c2)CC(C)O1 (centres undefined) | -15.6 | -14.4 | 3.4 | 5.8 | 4.6 | 10.8 | 0.961 | 3.9 | 0.892 |
| Cc1ccc(C)c(OCCn2cc(/C=C(/C#N)C(=O)NCC3CCCO3)c3ccccc32)c1 (centres undefined) | 6.1 | 15.4 | 19.0 | 1.5 | 9.7 | 11.5 | 0.86 | 14.0 | 0.885 |
| COCC(C)Nc1ncnc2c1cnn2-c1ccc(Cl)cc1 (centres undefined) | 1.4 | 13.7 | 0.0 | 7.7 | 35.0 | -1.8 | 0.949 | 5.0 | 1.02 |
| N#CCc1c(C#N)c(N)nc(N2CCN(C=O)CC2)c1C#N | -4.2 | 9.1 | 5.7 | 1.9 | 22.1 | 3.2 | 0.956 | 4.4 | 0.968 |

Retrieved by compound from the entries so far (seven):
| SMILES | Apaf-1 inh | tim10-1 inh | TIM10 inh | ATG4B inh | NLRP3 yeast inh | mIAP inh | hIAP activ | hIAP inh | mIAP act |
| --- | --- | --- | --- | --- | --- | --- | --- | --- | --- |
| CC1CN(C(=O)c2ccc(Cl)c(S(=O)(=O)NCc3ccco3)c2)CC(C)O1 (centres undefined) | -15.6 | -14.4 | 3.4 | 5.8 | 4.6 | 10.8 | 0.961 | 3.9 | 0.892 |
| Cn1c(=O)cc(SCC(=O)Nc2cccnc2)c2ccccc21 | -2.9 | 2.0 | 7.2 | -0.7 | 9.4 | 0.1 | 0.976 | 2.4 | 0.999 |
| CCN(CC)CCCNc1nc(N)c([N+](=O)[O-])c(NCCO)n1 | -8.3 | -6.4 | -0.2 | -12.8 | 5.4 | 4.2 | 0.896 | 10.4 | 0.958 |
| CC(C)c1ccc(NC2=NCC(=O)N2Cc2cccs2)cc1 | 4.8 | 24.1 | 20.8 | -11.1 | 25.1 | -2.1 | 1.02 | -1.6 | 1.02 |
| CCc1nnc(N/N=C/c2ccccc2F)n1N | -3.2 | 17.5 | 11.2 | 17.9 | 1.5 | -2.3 | 1 | -0.1 | 1.02 |
| N#CCc1c(C#N)c(N)nc(N2CCN(C=O)CC2)c1C#N | -4.2 | 9.1 | 5.7 | 1.9 | 22.1 | 3.2 | 0.956 | 4.4 | 0.968 |
| O=C(NCC(c1ccco1)N1CCOCC1)c1ccccc1 (centres undefined) | -7.7 | 4.3 | -2.0 | -2.5 | 22.3 | 5.4 | 1.02 | -1.9 | 0.946 |

Following part
| SMILES | Apaf-1 inh | tim10-1 inh | TIM10 inh | ATG4B inh | NLRP3 yeast inh | mIAP inh | hIAP activ | hIAP inh | mIAP act |
| --- | --- | --- | --- | --- | --- | --- | --- | --- | --- |
| Cn1c(CO)cnc1S(=O)(=O)Cc1c(Cl)cccc1Cl | -2.1 | 2.7 | -18.5 | -3.6 | 9.6 | -5.9 | 0.89 | 11.0 | 1.06 |
| O=C(CNC(=O)c1ccc(F)cc1)c1ccccc1 | 0.5 | -11.9 | -10.6 | 3.5 | 10.4 | -4.1 | 1.26 | -26.3 | 1.04 |
| COC(=O)C(C)Oc1ccc(-c2nccc(-c3ccccn3)n2)cc1 (centres undefined) | 12.3 | 34.7 | 18.5 | -3.7 | -2.1 | -1.1 | 0.972 | 2.8 | 1.01 |
| CCOc1ccc(NC(=O)CCC(=O)NNC(=O)c2ccco2)cc1 | -4.0 | 7.2 | 4.4 | 9.4 | -5.6 | 20.9 | 1.07 | -6.9 | 0.791 |
| CCc1ccc(/C=N/NC(=O)c2cc(-c3ccccc3OC)nc3ccccc23)s1 | 32.6 | 24.6 | 30.5 | -1.5 | 9.3 | -5.5 | 0.921 | 7.9 | 1.05 |
| COc1ccccc1CNC(=O)C(=O)NCCC1CCCCN1S(=O)(=O)c1ccc(C)cc1 (centres undefined) | 25.0 | 12.1 | -16.6 | -8.4 | 15.9 | 1.1 | 0.882 | 11.8 | 0.989 |
| Cc1cc(NC(=O)c2ccccc2F)n(-c2nc3ccccc3[nH]2)n1 | 10.4 | 29.7 | 22.8 | -20.3 | 24.8 | 7.8 | 1.64 | -64.1 | 0.922 |
| COc1ccccc1CNC(=O)C1CCN(S(=O)(=O)c2cccc3cccnc23)CC1 | -2.3 | -0.3 | 10.5 | -13.6 | -9.4 | -9.0 | 0.934 | 6.6 | 1.09 |
| Brc1cccc(-c2cnco2)c1 | 3.3 | 5.4 | -7.4 | -25.1 | 2.5 | -2.8 | 0.865 | 13.5 | 1.03 |
| CCCCNC(=O)c1onc(CSc2ccc(F)c(F)c2)c1C(=O)NCCCC | 17.2 | 23.2 | 11.7 | -1.9 | 9.6 | 18.2 | 0.946 | 5.4 | 0.818 |
| O=C(COc1coc(CN2CCc3ccccc3C2)cc1=O)N1CCOCC1 | -4.6 | 0.2 | -13.8 | 2.4 | 32.1 | 5.8 | 0.911 | 8.9 | 0.942 |

Ordered by number of heavy atoms (descending): some entries from above.
| SMILES | Apaf-1 inh | tim10-1 inh | TIM10 inh | ATG4B inh | NLRP3 yeast inh | mIAP inh | hIAP activ | hIAP inh | mIAP act |
| --- | --- | --- | --- | --- | --- | --- | --- | --- | --- |
| COc1ccccc1CNC(=O)C1CCN(S(=O)(=O)c2cccc3cccnc23)CC1 | -2.3 | -0.3 | 10.5 | -13.6 | -9.4 | -9.0 | 0.934 | 6.6 | 1.09 |
| O=C(COc1coc(CN2CCc3ccccc3C2)cc1=O)N1CCOCC1 | -4.6 | 0.2 | -13.8 | 2.4 | 32.1 | 5.8 | 0.911 | 8.9 | 0.942 |
| CCOc1ccc(NC(=O)CCC(=O)NNC(=O)c2ccco2)cc1 | -4.0 | 7.2 | 4.4 | 9.4 | -5.6 | 20.9 | 1.07 | -6.9 | 0.791 |

Compound activity from PubChem BioAssay.
